Assay outcomes deposited in PubChem by several laboratories.
procasp7 counter: activates human procaspase-7, counter-screen for procaspase-3 activators | recombinant procaspase-7, Ac-DEVD-pNA absorbance 405 nm; D23A/D198A/D206A triple mutant, cannot self-cleave; scale: DMSO 0, 5 µM enzyme 100 | activation, % at 8.5 µM | hit rate 0.093% among 330,000 | AID 463210;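 active means percent activation above the screen-wide mean plus 3 SD, cut at about 25% in these data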
Target sequence (P55210 whole entry D23A/D198A/D206A): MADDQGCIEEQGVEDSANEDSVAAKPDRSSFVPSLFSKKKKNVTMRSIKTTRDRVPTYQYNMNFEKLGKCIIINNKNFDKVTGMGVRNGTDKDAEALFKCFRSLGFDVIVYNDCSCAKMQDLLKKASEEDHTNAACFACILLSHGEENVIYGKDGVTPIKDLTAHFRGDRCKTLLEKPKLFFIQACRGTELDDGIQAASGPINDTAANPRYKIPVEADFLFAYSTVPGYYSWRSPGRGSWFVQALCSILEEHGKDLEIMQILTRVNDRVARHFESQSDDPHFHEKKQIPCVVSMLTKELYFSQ
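System: Procaspase-7 triple mutant (PC-7 D3A); measure: % activation from two-timepoint absorbance difference, scaled to controls; times: 1 h compound preincubation, 2 h substrate cleavage, 25 °C; also added: Ac-DEVD-pNA substrate, 400 µM as added; measured by: Epi-absorbance of released pNA at 405 nm, two timepoints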
proCasp3 act: activates human procaspase-3 | recombinant procaspase-3 D3A, Ac-DEVD-pNA absorbance 405 nm | hit rate 0.11% among 330,000 | activation, % at 8.5 µM | P42574;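 active means activation above the mean of all tested compounds plus 3 SD, cut at about 21% in these data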;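 further: 0% = DMSO alone and 100% = DMSO wells spiked with extra 5 µM PC-3 D3A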
Target sequence (P42574 whole entry D9A/D28A/D175A): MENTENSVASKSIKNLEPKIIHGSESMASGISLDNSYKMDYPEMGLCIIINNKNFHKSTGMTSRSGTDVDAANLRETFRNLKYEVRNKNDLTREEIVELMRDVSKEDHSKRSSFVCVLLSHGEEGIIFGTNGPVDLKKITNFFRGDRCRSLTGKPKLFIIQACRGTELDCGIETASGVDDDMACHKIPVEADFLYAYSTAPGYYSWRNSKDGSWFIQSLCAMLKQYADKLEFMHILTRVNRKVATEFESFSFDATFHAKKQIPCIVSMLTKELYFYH
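material = Procaspase-3 D3A mutant | probe or stimulus = Ac-DEVD-pNA | compound = single dose, 8.5 µM nominal compound, 0.8% DMSO | timing = 1 h preincubation, 2 h reaction | measured by = 405 nm absorbance of p-nitroaniline, reads at 0 and 120 min | benchmarks = DMSO-only low control, 5 µM PC-3 D3A high control | repeats = singlicate, each compound tested once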
VLA-4 inh: inhibition in a human VLA-4 binding assay | inhibition, % (about 7 µM as worked out from the volumes in the protocol) | AID 2557 | hit rate 0.2% among 330,000 | VLA-4 expressing cells, ligand binding flow cytometry | P13612; in the data active means inhibition above about 50%
CTSL1 counter: cathepsin L1 inhibition, PFM18AAP counter-screen; recombinant F. hepatica cathepsin L1, Z-Leu-Arg-MCA fluorescence; inhibition, % at 5.96 µM; hit rate 0.49% among 300,000; AID 1906;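 active means inhibition above the mean of all tested compounds plus 3 SD, set per screening campaign, cut at about 17% in these data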;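 further: 0% = plate median of test compound wells and 100% = 1 µM Z-Phe-Ala-diazomethylketone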
GASC-1 inh: inhibitors of human GASC-1 (JMJD2C) demethylase; GST-JMJD2C(1-420) H3K9me3 demethylation, DELFIA europium; hit rate 0.069% among 330,000; inhibition, % at 2.35 µM; Q9H3R0;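 active means more than half of a compound's replicate wells show inhibition beyond 50%, single wells judged on their own value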;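 further: signal counts dimethyl H3K9 product captured on neutravidin plate; 0% = median of DMSO wells and 100% = 0.3 times that DMSO median; strong numbers were not always called active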
core dimer inh: HCV core protein dimerization inhibition. AID 1899. TR-FRET GST/Flag-core106 dimerization, 1536-well. hit rate 0.33% among 300,000. inhibition, % at 5 µM;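 active means inhibition above the mean of all tested compounds plus 3 SD, set per screening campaign, cut at about 45% in these data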
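test system = GST/Flag-tagged HCV core106 proteins | probe or stimulus = Eu donor and XL665 acceptor anti-tag antibodies | times = compound-protein-antibody incubation 4 h at 22.5 °C | signal = TR-FRET, excitation 340 nm, emission 617 and 671 nm | measure = percent inhibition of core106 dimerization signal | controls = wells lacking GST-core106 and wells with excess unlabelled core106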
GRK2 aptamer HTS: inhibitors of human GRK2 displacing RNA aptamer; P25098; bead flow cytometry, FAM-aptamer displacement from GRK2; inhibition of aptamer binding, % at 10 µM; hit rate 0.59% among 330,000;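 active means inhibition of aptamer binding above 40%, roughly 3 SD of noise, on plates passing a quality check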;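 further: median bead fluorescence of bound FAM aptamer so fluorescent compounds give negative values; no value below 0 was filed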
PP1 inh: counter-screen for PP5 inhibitors: inhibitors of human PP1-alpha. purified PP1alpha, OMFP fluorescence. inhibition, % at 6.7 µM. hit rate 0.9% among 320,000. AID 2235;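 active means inhibition above the mean inhibition of all tested compounds plus 3 SD, computed separately for each screening campaign, cut at about 15% in these data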
Target sequence (P62136 whole entry, looked up): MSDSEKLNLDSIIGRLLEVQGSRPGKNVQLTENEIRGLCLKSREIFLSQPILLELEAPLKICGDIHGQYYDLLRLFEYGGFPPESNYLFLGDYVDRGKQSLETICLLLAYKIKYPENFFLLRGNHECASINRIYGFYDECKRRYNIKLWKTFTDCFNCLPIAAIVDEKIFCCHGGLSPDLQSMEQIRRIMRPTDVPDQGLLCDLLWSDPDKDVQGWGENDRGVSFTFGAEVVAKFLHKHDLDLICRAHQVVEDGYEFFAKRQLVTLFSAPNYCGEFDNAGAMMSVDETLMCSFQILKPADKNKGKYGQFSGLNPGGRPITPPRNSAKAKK
PP5 inh: blocks human protein phosphatase 5 activity; hit rate 0.18% among 320,000; AID 1987; P53041; purified PP5c, OMFP substrate fluorescence; inhibition, % at 6.7 µM;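 active means inhibition above the campaign's mean inhibition across all tested compounds plus 3 SD, cut at about 9.5% in these data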;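 further: 0% = DMSO only and 100% = 100 µM cantharidin control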
The depositor's hits bear a star; . = not tested or not shown.

SMILES	procasp7 counter	proCasp3 act	VLA-4 inh	CTSL1 counter	GASC-1 inh	core dimer inh	GRK2 aptamer HTS	PP1 inh	PP5 inh
Cc1ccc(-n2ncc3c(=O)n(CC(=O)OCc4ccccc4)cnc32)cc1	10	6	1	8	-3	3	4	-1	-2.6
CCC(CC)NC(=O)c1nn(Cc2ccccc2)c(=O)c2ccccc12	9	3	9	-2	10	11	4	1	3.1
CCN(CC)C(=O)Cn1c(=O)n(CCCCCC(=O)Nc2ccccc2)c(=O)c2sccc21	-2	8	-6	2	-3	-3	8	0	-1.0
O=C(NCCN1C(=O)S/C(=C\c2ccccc2F)C1=O)C1=COCCO1	-10	-3	-8	3	0	3	2	-4	-2.1
O=C(Nc1ccc(S(=O)(=O)NC2=NCCCCC2)cc1)c1cccs1	4	4	10	.	-1	.	0	.	.
CCCNc1ncnc2nc[nH]c12	-3	1	-8	-2	14	-5	3	-3	-3.9
O=C(CC1C(=O)NCCN1Cc1ccc(-c2ccccc2)cc1)NC1CCC1 (centres undefined)	-2	-8	-8	0	3	2	0	1	3.1
C=C1CCN(C(Cc2ccccc2)C(=O)OC)S(=O)(=O)c2ccc(F)cc21 (centres undefined)	-5	8	.	-1	-9	15	.	2	-0.4
COc1ccc(Nc2ncnc3ccc(C)cc23)cc1	0	0	3	1	-26	7	1	-1	3.6
COc1ccc(-c2nnn(CC(=O)N(Cc3ccco3)C(C(=O)NCC3CCCO3)c3ccco3)n2)cc1 (centres undefined)	-7	8	12	0	10	6	0	0	0.3
O=C(CCSc1ccc(Cl)cc1)Nc1cccnc1	10	4	6	0	1	0	0	-2	-0.3
CSc1ccc(CN(C)C(=O)c2cccc(S(=O)(=O)N3CCN(Cc4ccccc4)CC3)c2)cc1	-3	8	-18	-2	-5	2	5	-1	2.1
CCCC(C)(C)NC(=O)CCCCC(=O)NC(C)(C)CCC	4	6	9	-2	10	0	1	4	2.5
CCN(C(=O)c1coc(=O)c2ccccc12)c1cc(OC)ccc1OC	-2	5	-2	0	3	-1	0	0	-0.2
CCOC(=O)C1=NN(c2ccccc2)C(=O)C1	0	3	-2	3	-7	-4	4	-3	0.0
O=C(CC1C(=O)NCCN1Cc1cccc(F)c1F)NC1CCCCCC1 (centres undefined)	4	-5	-9	1	7	5	0	-1	4.4
Cc1cc(C)c(/C=N/n2c(C)cc(C)c(C#N)c2=O)c(C)c1	1	3	-1	4	0	6	2	-2	-1.2
CC(=O)Nc1cccc(N/C(N)=N/c2nc(C)cc(C)n2)c1	4	2	10	0	-16	7	0	-6	1.7
O=C(c1sc2cccc(Cl)c2c1Cl)N1CCN(CCc2ccccn2)CC1	3	-2	4	-1	2	-7	1	1	2.5
CCOc1ccccc1OCCCNCc1ccco1	2	-1	-15	-11	-17	-4	0	-3	0.5
CCOC(=O)Cn1c(=O)c(-c2ccccc2NC)nc2ccccc21	0	-2	8	1	-2	-4	0	2	1.5
N#CCCn1c(Cl)nc2ccccc21	4	12	10	1	2	-4	3	-1	1.3
N#Cc1c(SCC(=O)Nc2nc3ccccc3s2)sc2c(O)cc(=O)[nH]c12	-37	-17	-11	.	9	.	26	19*	0.6
O=C1C=C(c2ccc(Cl)c(C(F)(F)F)c2)C[C@@H](c2ccc(Cl)cc2)C1	-9	7	0	.	-6	.	2	8	2.9
CC(C)NC(NC(=O)Cc1ccccc1)C(Cl)(Cl)Cl (centres undefined)	-5	-6	6	-3	-11	-4	0	-5	-2.2
COc1cc([N+](=O)[O-])ccc1NC(=O)CC1SC(=Nc2ccc(F)cc2)N(CCC2=CCCCC2)C1=O (centres undefined)	4	-1	-5	-1	-3	18	0	-2	0.8
CCN(CC)S(=O)(=O)c1ccc(N2CCOCC2)c(NC(=O)c2sccc2C)c1	8	7	-4	.	-9	.	0	.	.
O=C(N=C1c2ccccc2CN1c1cccc(Cl)c1)c1cccnc1	-1	5	1	-2	2	7	3	-4	-1.3
Cc1onc(-c2ccccc2Cl)c1C(=O)OCC(=O)Nc1ccc2c(c1)OCO2	1	12	18	-2	0	14	0	-1	1.7
COc1ccc(F)cc1CN1CCN(CC(=O)Nc2ccccc2C(=O)NC2CC2)CC1	6	17	-6	.	1	.	1	-6	0.6
Fc1ccc(-c2nnc(N3CCOCC3)c3ccccc23)cc1F	3	7	-8	4	4	-9	2	-1	1.0
COc1ccc(C)cc1NC(=S)N1CCN(S(C)(=O)=O)CC1	0	-4	11	0	-9	5	3	3	2.2
CCOc1ccc(C(C#N)N2CCOCC2)cc1OC (centres undefined)	8	-5	-2	0	-27	2	0	-1	0.2
CN(Cc1cnccn1)C(=O)CC1C(=O)NCCN1Cc1ccc(F)cc1Cl (centres undefined)	9	-4	7	3	7	-9	3	-1	-0.9
CCCCN(C(=O)Nc1ccc(OCC)cc1)C1CCN(C(C)=O)CC1	-14	-6	-4	0	-5	6	0	-1	2.2
Oc1ccc(-c2nc3ncccn3c2Nc2ccc3c(c2)OCCO3)cc1	0	8	-2	2	4	-12	0	2	1.9
CCCOc1ccccc1Nc1nnc(C)c(=O)[nH]1	-6	5	-1	2	.	3	0	-7	3.2
COc1cccc(-c2cc(=O)c3cc(NC(=O)c4ccc(N(C)C)cc4)ccc3[nH]2)c1	-3	8	-9	0	1	8	0	1	-0.7
COc1cc(CN(C)Cc2cc(=O)n3ccsc3n2)ccc1OC(F)F	-2	2	1	5	6	-3	1	0	0.1
Cc1cccc(-c2nc3ccc(C(=O)NCCN4CCN(C)CC4)cc3nc2-c2cccc(C)c2)c1	10	0	11	2	-4	-18	0	-5	-0.2

Twelve consecutive records out of the list so far, quoted:
SMILES	procasp7 counter	proCasp3 act	VLA-4 inh	CTSL1 counter	GASC-1 inh	core dimer inh	GRK2 aptamer HTS	PP1 inh	PP5 inh
Cc1onc(-c2ccccc2Cl)c1C(=O)OCC(=O)Nc1ccc2c(c1)OCO2	1	12	18	-2	0	14	0	-1	1.7
COc1ccc(F)cc1CN1CCN(CC(=O)Nc2ccccc2C(=O)NC2CC2)CC1	6	17	-6	.	1	.	1	-6	0.6
Fc1ccc(-c2nnc(N3CCOCC3)c3ccccc23)cc1F	3	7	-8	4	4	-9	2	-1	1.0
COc1ccc(C)cc1NC(=S)N1CCN(S(C)(=O)=O)CC1	0	-4	11	0	-9	5	3	3	2.2
CCOc1ccc(C(C#N)N2CCOCC2)cc1OC (centres undefined)	8	-5	-2	0	-27	2	0	-1	0.2
CN(Cc1cnccn1)C(=O)CC1C(=O)NCCN1Cc1ccc(F)cc1Cl (centres undefined)	9	-4	7	3	7	-9	3	-1	-0.9
CCCCN(C(=O)Nc1ccc(OCC)cc1)C1CCN(C(C)=O)CC1	-14	-6	-4	0	-5	6	0	-1	2.2
Oc1ccc(-c2nc3ncccn3c2Nc2ccc3c(c2)OCCO3)cc1	0	8	-2	2	4	-12	0	2	1.9
CCCOc1ccccc1Nc1nnc(C)c(=O)[nH]1	-6	5	-1	2	.	3	0	-7	3.2
COc1cccc(-c2cc(=O)c3cc(NC(=O)c4ccc(N(C)C)cc4)ccc3[nH]2)c1	-3	8	-9	0	1	8	0	1	-0.7
COc1cc(CN(C)Cc2cc(=O)n3ccsc3n2)ccc1OC(F)F	-2	2	1	5	6	-3	1	0	0.1
Cc1cccc(-c2nc3ccc(C(=O)NCCN4CCN(C)CC4)cc3nc2-c2cccc(C)c2)c1	10	0	11	2	-4	-18	0	-5	-0.2

Next results.
SMILES	procasp7 counter	proCasp3 act	VLA-4 inh	CTSL1 counter	GASC-1 inh	core dimer inh	GRK2 aptamer HTS	PP1 inh	PP5 inh
CCCOc1ccc(C(=O)NCCN2CCOCC2)cc1	4	10	3	-6	1	-5	2	-1	-1.1
CC1CCCN(S(=O)(=O)c2ccc(NC(=O)CN3CCCCC3)cc2)C1 (centres undefined)	-4	4	2	-4	-23	10	0	-1	-2.9
CCc1cccc(CC)c1NC(=O)C1CCN(C(=O)c2ccco2)CC1	9	3	5	3	10	-1	2	-3	-1.3
COC(=O)C1=C(C(=O)OC)[C@@H]2N(C)c3ccccc3[C@@]23C[C@@H](CO)N(C(=O)NCCBr)C3=N1	-8	4	-22	7	2	-5	0	8	5.5
Cc1ccc(S(=O)(=O)NC(C)(C)CSc2ncccn2)cc1	9	9	0	2	-5	-3	3	-3	3.1
NC(=O)c1ccc[n+](CC(=O)NCc2ccc(Cl)cc2)c1	5	0	-11	0	-25	3	37	-3	0.2
CNc1nc2[nH]c(=O)c3c(c2s1)OC(N)=C(C#N)C3c1cccc(F)c1 (centres undefined)	-4	3	-55	1	1	-1	1	-1	1.5
COc1ccc(CCNCC(=O)Nc2ccc(C(=O)N3CCCCC3)cc2)cc1	-1	0	6	-1	5	-7	0	0	3.4
Cn1nnnc1SCC(=O)Nc1ccc(C(=O)N2CCN(Cc3ccccc3F)CC2)cc1	2	9	11	.	3	.	0	-4	-1.3
COc1ccc(CNC(=O)[C@H](C)NC(=O)C2CC(=O)N(c3ccc4c(c3)OCO4)C2)cc1 (some centres undefined)	8	3	4	1	3	-4	1	-2	0.3
CCN(CC)S(=O)(=O)c1ccc(OC)c(NC(=S)Nc2cccc(C)c2C)c1	8	6	2	1	12	2	1	-4	2.4
Cc1ccc(C(=O)CSc2ncnc3ccccc23)o1	-21	-19	2	2	-8	-6	0	1	2.9
CN(C(=O)CSCC(=O)Nc1ccc(Cl)cc1)C1CCCCC1	-4	2	-6	.	-3	.	1	.	.
O=C(CCCCCn1c(=O)[nH]c2ccccc2c1=O)NCCc1c[nH]c2ccccc12	-4	1	2	0	15	-6	3	9	-6.6

Compounds were not picked by outcome. About 2.6% of those tested had a hit in this group.
